Rac1 act GTP bind = alters GTP binding to activated mutant human Rac1 | P63000 | percent activity (GTP binding), % at 10 µM | GST-Rac1 activated beads, fluorescent GTP binding, flow cytometry; actives lie on both sides; 100% means binding = to untreated wells | 190,000 compounds, 0.11% hits;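 active means GTP binding at least 20 percentage points away from the 100% baseline, in either direction, so actives lie on both sides; inconclusive means Compound likely fluorescent itself, or too few beads counted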
Mcl1 Bid PPI = Mcl-1/Bid interaction inhibition. inhibition, % at 21.7 µM. 220,000 compounds, 0.97% hits. AID 1021. Q07820. TR-FRET Mcl-1/Bid-Dy647 peptide binding, 1536-well;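 active means compounds that cut the binding signal by more than half at the single screening dose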;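 further: His-tagged Mcl-1 with europium anti-His antibody binding Bid BH3 peptide; 0% = Mcl-1 plus peptide wells and 100% = peptide-only wells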
RGS8-Gao = modulates binding of RGS8 to human Galphao | P09471 | 220,000 compounds, 0.34% hits | multiplexed bead flow cytometry; actives lie on both sides | response (percent of control binding), % at 10 µM; in the data active means response below about 60% or above about 140%; inactive means in between;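 further: Galphao activated as the GDP aluminium fluoride complex binding bead-coupled RGS8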
Target sequence (P09471 whole entry, looked up): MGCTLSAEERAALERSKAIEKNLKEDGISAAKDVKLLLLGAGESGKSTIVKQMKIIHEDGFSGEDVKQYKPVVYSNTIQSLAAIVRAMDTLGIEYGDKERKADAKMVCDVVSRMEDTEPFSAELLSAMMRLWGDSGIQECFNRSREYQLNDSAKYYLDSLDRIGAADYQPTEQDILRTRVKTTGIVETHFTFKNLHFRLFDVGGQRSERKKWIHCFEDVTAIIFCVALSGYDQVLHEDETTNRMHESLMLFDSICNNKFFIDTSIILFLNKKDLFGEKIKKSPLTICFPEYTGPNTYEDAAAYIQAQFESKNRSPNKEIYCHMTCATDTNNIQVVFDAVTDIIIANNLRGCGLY
Rab2 wt GTP = changes GTP binding to wildtype dog Rab2A, up or down; GST-Rab2 wt beads, Bodipy-GTP binding, flow cytometry; GTP binding activity, % at 10 µM; 190,000 compounds, 0.19% hits;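 active means GTP binding activity at least 20 points away from 100%, either lowered or raised; inconclusive means signal likely due to the compound's own green fluorescence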;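 further: 0% = beads with excess unlabeled GTP and 100% = no-compound control corrected for plate trend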
Rab7 wt GTP bind = dog Rab7 wildtype GTP binding, inhibitors and activators | GST-Rab7 beads, fluorescent GTP binding, flow cytometry; actives lie on both sides; untreated = 100%, excess cold GTP = 0% | GTP binding activity (percent of control), % at 10 µM | 190,000 compounds, 0.055% hits | AID 758;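 active means fluorescent GTP binding to Rab7 beads changed by at least 20 points from the 100% baseline, either direction, mostly lower; inconclusive means compound itself probably fluorescent, or too few beads counted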;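 further: median green fluorescence of bound Bodipy-FL-GTP per Rab7 bead population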
Rac1 wt modul = human Rac1 wildtype GTP binding, inhibitors and activators. GST-Rac1 beads, fluorescent GTP binding, flow cytometry; actives lie on both sides; 0 = cold GTP competed, 100 = untreated. GTP binding activity (% of control), % at 10 µM. 190,000 compounds, 0.27% hits;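 active means GTP binding activity at least 20 points away from the 100% control level, either lower or higher; inconclusive means compound flagged as likely green fluorescent, judged across all proteins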
Cdc42 wt = human Cdc42 wildtype GTP binding change, either direction; P60953; GST-Cdc42 beads, Bodipy-GTP binding, flow cytometry; actives lie on both sides; percent activity (GTP binding), % at 10 µM; 190,000 compounds, 0.2% hits;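 active means percent activity GTP binding at least 20 points away from the 100% baseline, either down as inhibitor or up as activator; inconclusive means compound flagged as likely green fluorescent from well-wide comparison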;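 further: median bead fluorescence of bound Bodipy-FL-GTP at 100 nM; 0% = excess unlabeled GTP control and 100% = no compound control; below 100% means less GTP binding so inhibitor and above means activator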
Target sequence (P60953 whole entry, looked up): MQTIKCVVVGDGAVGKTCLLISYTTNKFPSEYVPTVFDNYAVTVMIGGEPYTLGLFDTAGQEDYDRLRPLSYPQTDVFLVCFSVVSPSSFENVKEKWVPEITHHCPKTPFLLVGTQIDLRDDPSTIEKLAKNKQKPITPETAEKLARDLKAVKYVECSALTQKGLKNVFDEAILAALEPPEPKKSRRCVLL
HRas wt GTP bind = human HRas wildtype GTP binding, change in either direction; P01112; GST-Ras wt beads, Bodipy-FL-GTP binding, flow cytometry; actives lie on both sides; GTP binding activity, % at 10 µM; 190,000 compounds, 0.14% hits;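 active means GTP binding activity at least 20% away from the 100% baseline, either lowered as inhibitor or raised as activator; inconclusive means flagged as likely green fluorescent, judged across all proteins in the well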;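 further: 0% = unlabeled GTP competition control and 100% = no-compound control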
Target sequence (P01112 whole entry, looked up): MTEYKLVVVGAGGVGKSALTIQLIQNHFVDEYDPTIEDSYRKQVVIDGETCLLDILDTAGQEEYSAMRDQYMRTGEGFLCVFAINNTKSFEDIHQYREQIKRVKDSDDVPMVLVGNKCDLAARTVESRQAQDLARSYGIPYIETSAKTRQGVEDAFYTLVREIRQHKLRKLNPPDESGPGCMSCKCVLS
Pf gamet viab = inhibitors of late stage P. falciparum gametocyte viability | P. falciparum stage V gametocytes, ATP luminescence, 24 h | inhibition, % at 10.9 µM | 150,000 compounds, 0.065% hits | AID 743093;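 active means inhibition above the mean plus 3 SD of compounds within the control limits, set per campaign, cut at about 38% in these data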;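 further: 0% = DMSO wells and 100% = medium only without gametocytes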
Mcl1-Noxa inh = disrupts binding of human Mcl-1 to Noxa peptide | Q07820 | TR-FRET Mcl-1/Noxa peptide binding, 2 h | 220,000 compounds, 1.5% hits | AID 1022 | inhibition, % at 21.7 µM;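 active means compounds that cut the protein-peptide binding signal by more than 50% relative to plate controls in a single-dose test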;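 further: His-tagged Mcl-1 with rhodamine Noxa BH3 peptide and terbium anti-His antibody; 0% = Mcl-1 plus Noxa peptide wells and 100% = peptide-only wells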
Mcl-1 Bim block = inhibitors of Bim-Mcl-1 interaction, human. Bead-based flow cytometry, Bim peptide-Mcl-1 binding. Q07820. 190,000 compounds, 0.1% hits. inhibition, % at 10 µM; in the data active means inhibition above about 40%;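 further: 0% = no compound tracer wells and 100% = peptide blocker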
Active calls of the source: *; ? = inconclusive; / = no result given.

SMILES	Rac1 act GTP bind	Mcl1 Bid PPI	RGS8-Gao	Rab2 wt GTP	Rab7 wt GTP bind	Rac1 wt modul	Cdc42 wt	HRas wt GTP bind	Pf gamet viab	Mcl1-Noxa inh	Mcl-1 Bim block
COc1ccc(/C=N\NC(=O)CC(=O)Nc2cccc(Cl)c2)cc1OC	95	-13	104	96	97	96	94	96	-14	2	0
CCn1c(CNc2ccc(C)cc2C)nnc1SCC(=O)N1CCCc2ccccc21	96	-86	98	96	98	101	99	98	/	-10	0
CCCc1nnc2c(N(C)S(=O)(=O)c3ccccc3)nc3ccccc3n12	100	19	105	102	102	104	100	101	/	8	-4
CCn1nc(NC(=O)c2ccccn2)c2cc3cc(C)ccc3nc21	95	2	102	96	96	97	93	95	4	0	0
Cc1ccc(-c2nnc(-n3ncc(C#N)c3N)c3ccccc23)cc1C	98	11	101	99	102	104	99	99	-11	-41	-4
O=C(Nc1ccccc1)N(Cc1ccccc1)CC(O)C(F)(F)F (stereo not given)	94	14	81	97	99	99	95	97	-8	3	-1
CCOC(=O)CN1CCS(=O)(=O)CC1	96	-46	102	98	106	99	98	100	9	-3	0
O=C(NCCCN1CCOCC1)c1cccnc1	102	1	107	101	98	101	99	100	-28	3	-2
COc1ccc(-c2ccc(SC)nn2)cc1	95	0	100	96	99	100	97	98	34	8	0
COC(=O)c1scc(C)c1N/N=C(\C)c1cc(F)c(Cl)cc1F	98	9	97	100	100	103	106	104	-8	8	-1
CC(=O)N1/C(=C/c2ccc(N(C)C)cc2)C(=O)c2ccccc21	93	-6	105	95	94	95	92	96	-12	37	-1
Cn1cnc([N+](=O)[O-])c1Oc1cccc2ccccc12	95	4	101	91	98	99	95	98	0	21	-1
Cc1ccc(C(=O)n2nnc3ccccc32)cc1[N+](=O)[O-]	98	11	106	100	101	102	99	99	6	3	-6
O=C(CN1C(=O)/C(=C\c2cccc(F)c2)Oc2ccccc21)N1CCN(c2ccccn2)CC1	101	54*	100	99	100	102	104	100	51*	-12	-3
NCCCC[C@@H](C(=O)N1CCNCC1)n1cc([C@@H](N)CO)nn1	97	3	128	98	97	99	98	100	/	17	1
CCOC(=O)NC(=S)Nc1c(C)n(C)n(-c2ccccc2)c1=O	96	-40	102	99	99	101	95	99	/	3	2
O=C(NCc1cc(Br)cc(Br)c1OC(=O)c1ccccc1[N+](=O)[O-])c1ccccc1	98	-27	100	98	100	100	100	100	-4	21	-6
COC(=O)C1=C(C)NC(C)=C(C(=O)OC)C1c1cn(-c2ccccc2)nc1-c1ccco1	97	-37	97	103	103	100	103	103	-10	26	0
Cc1cc(C)n2[nH]c(=O)c(N=Nc3ccccc3)c2n1	102	-47	102	100	98	104	103	102	/	12	18
CNC[C@H](O)c1ccc(O)c(O)c1	101	-6	101	98	98	100	101	100	/	15	0
CCOC(=O)c1sc(=NC(=O)c2ccco2)n(C)c1C	98	-7	96	99	107	100	102	98	-7	-6	0
Cc1ccccc1NC(=O)COC(=O)c1c[nH]c(=O)[nH]c1=O	94	5	101	99	103	101	96	99	9	6	1
CN1CCN(CP(=O)(N2CCOCC2)N2CCOCC2)CC1	100	-8	101	103	100	109	105	101	/	-16	-10
O=C(NCc1ccc2c(c1)OCO2)C1CCN(c2ncccn2)CC1	99	3	103	99	100	106	104	100	-7	-4	-4
O=C(NCC(=O)N(CC1CCCO1)C(C(=O)NC1CCCC1)c1ccc(F)cc1)c1ccco1 (stereo not given)	100	-11	100	98	97	102	101	100	/	-9	0
CCCCN1C(=O)/C(=C/C=C2\Oc3ccccc3N2CC)SC1=S	94	-30	103	107	104	93	99	91	/	6	-2
CCOc1ccc(NC(=O)c2ccc(C#CC(C)(C)O)cc2)cc1	99	-28	105	99	103	105	101	100	0	19	-1
N#Cc1c(Nc2ccccc2)c(C=NCCN2CCOCC2)c[nH]c1=O	103	-6	98	102	100	109	106	104	-11	-15	-3
Cn1c(N)c(C(=O)COC(=O)c2ccc(S(=O)(=O)N3CCCCC3)cc2)c(=O)n(C)c1=O	94	-3	98	94	97	98	93	93	/	19	-4
CON(C)c1nc(OCCNC(=O)OCc2ccc(Cl)cc2C)nc(N(C)C)n1	97	-2	/	103	98	102	100	99	/	3	-3

Single entries from the results shown.
N#Cc1c(Nc2ccccc2)c(C=NCCN2CCOCC2)c[nH]c1=O | Cdc42 wt: 106
CCOC(=O)CN1CCS(=O)(=O)CC1 | Pf gamet viab: 9
CCn1c(CNc2ccc(C)cc2C)nnc1SCC(=O)N1CCCc2ccccc21 | Rac1 act GTP bind: 96

Three entries already listed, arranged by SMILES length, low to high.
SMILES	Rac1 act GTP bind	Mcl1 Bid PPI	RGS8-Gao	Rab2 wt GTP	Rab7 wt GTP bind	Rac1 wt modul	Cdc42 wt	HRas wt GTP bind	Pf gamet viab	Mcl1-Noxa inh	Mcl-1 Bim block
CN1CCN(CP(=O)(N2CCOCC2)N2CCOCC2)CC1	100	-8	101	103	100	109	105	101	/	-16	-10
CCOC(=O)NC(=S)Nc1c(C)n(C)n(-c2ccccc2)c1=O	96	-40	102	99	99	101	95	99	/	3	2
N#Cc1c(Nc2ccccc2)c(C=NCCN2CCOCC2)c[nH]c1=O	103	-6	98	102	100	109	106	104	-11	-15	-3

Back to the main list; the two compounds before the break are reprinted first.
SMILES	Rac1 act GTP bind	Mcl1 Bid PPI	RGS8-Gao	Rab2 wt GTP	Rab7 wt GTP bind	Rac1 wt modul	Cdc42 wt	HRas wt GTP bind	Pf gamet viab	Mcl1-Noxa inh	Mcl-1 Bim block
Cn1c(N)c(C(=O)COC(=O)c2ccc(S(=O)(=O)N3CCCCC3)cc2)c(=O)n(C)c1=O	94	-3	98	94	97	98	93	93	/	19	-4
CON(C)c1nc(OCCNC(=O)OCc2ccc(Cl)cc2C)nc(N(C)C)n1	97	-2	/	103	98	102	100	99	/	3	-3
c1ccc(-c2cc(-c3nnc4sc(-c5ccccn5)nn34)[nH]n2)cc1	98	-35	96	101	105	105	101	102	-26	40	-1
O=C(NCc1ccccc1)c1cc(-c2cccs2)on1	95	-26	103	96	97	97	99	98	/	-20	0
COc1ccccc1N1CCN(C(=O)CSc2nc(C)c(Cc3ccccc3)c(=O)[nH]2)CC1	97	-23	101	100	103	101	97	99	/	0	3
Cc1nc2ccccn2c1-c1nnco1	95	3	101	95	98	98	99	98	-22	5	0
Cc1cc(/C=C(/C#N)C(=O)O)c(C)n1CCC(C)C	98	-67	99	96	99	101	101	99	-23	5	-1
COc1cc(C2C(C(=O)OCCC#N)=C(C)NC3=C2S(=O)(=O)c2ccccc23)cc(OC)c1OC (stereo not given)	95	-40	101	100	100	99	103	101	-2	-2	2
CN(C)/C=N/C(=S)Nc1ccccc1F	98	-23	101	98	100	101	100	99	/	0	10
COCCNC(=O)NC(=O)CN1CCN(C(c2ccccc2)c2ccccc2)CC1	98	42	101	97	96	102	97	97	7	21	-2
O=C(CCS(=O)(=O)Cc1ccc(Cl)cc1)NCCCN1CCN(c2ccccc2F)CC1	100	-4	100	102	101	108	99	103	/	10	-5
Cc1cc(NC(=O)CN2C(=O)S/C(=C\c3ccccc3)C2=O)no1	99	-21	99	100	101	101	100	99	9	-2	-6
C=CCOC(=O)C1=C(C)NC(SCC(N)=O)=C(C#N)C1c1cccs1 (stereo not given)	98	6	102	97	101	102	97	100	-32	8	-3
CCOC(=O)c1cc2n(n1)C(C(F)(F)C(F)(F)F)CC(C)N2 (stereo not given)	98	-30	100	100	105	99	99	101	27	18	-1
O=C1ON=C(c2cccc([N+](=O)[O-])c2)/C1=C/c1ccc(O)cc1	?	-50	99	?	?	?	?	?	7	66*	0
Cc1ccccc1NC(=O)c1cccc(C(F)(F)F)c1	102	-16	98	102	103	110	105	104	-9	-3	-5
CC1(C)C(=O)C2(C(=O)NCc3ccccc3)CCC1C2 (stereo not given)	98	-2	101	101	99	102	101	101	/	16	0
N=c1nc(N)nc2n1NC(c1ccc(F)cc1)=CS2	94	-1	103	92	95	93	93	94	-9	16	4
Cc1cc(C)n2nc(SCC(=O)N/N=C/c3ccc(F)cc3)nc2n1	91	10	105	94	94	91	95	98	1	17	-4
C/C(=N\NC(=O)CSCc1ccccc1Cl)c1cccc(NC(=O)c2ccccc2)c1	97	5	99	101	99	106	101	103	/	-8	1
Cc1cccc(N/C(N)=N/c2nc(C(F)(F)F)cc(C(F)(F)F)n2)c1	92	-7	102	95	98	93	92	93	-12	-13	0
Cc1cccc(-[n+]2c(C)cc(C)c3c(=O)[nH]c(=O)[nH]c32)c1	96	-51	102	97	101	98	101	98	-12	8	-2
CCn1c(CCNC(=O)c2ccc(OC)cc2)nnc1SCc1ccc(Cl)c(Cl)c1	99	-10	102	99	97	101	97	99	/	20	0
CCn1nc(C)c(/C=C2\CCCC3=C2OC(N)=C(C#N)C3c2c(C)nn(CC)c2C)c1C (stereo not given)	97	-87	95	96	98	95	95	97	/	10	1
COc1ccc(NC(=O)Cn2nnc3ccccc32)c([N+](=O)[O-])c1	95	-37	102	98	107	96	95	97	/	6	0
C=C(C)Cn1c(-c2ccccc2)nc2ccccc21	97	5	102	98	97	100	101	99	26	7	-1
COc1cccc(N2CCN(C(=O)CCNS(=O)(=O)c3ccc4c(c3)c(=O)n(C)c(=O)n4C)CC2)c1	92	-31	100	93	100	94	94	93	/	6	2
CCOc1cc(S(=O)(=O)Nc2ccccc2CC)ccc1Cl	100	9	102	100	101	107	102	101	13	56*	-1

2 successive records already listed, quoted:
SMILES	Rac1 act GTP bind	Mcl1 Bid PPI	RGS8-Gao	Rab2 wt GTP	Rab7 wt GTP bind	Rac1 wt modul	Cdc42 wt	HRas wt GTP bind	Pf gamet viab	Mcl1-Noxa inh	Mcl-1 Bim block
COc1cccc(N2CCN(C(=O)CCNS(=O)(=O)c3ccc4c(c3)c(=O)n(C)c(=O)n4C)CC2)c1	92	-31	100	93	100	94	94	93	/	6	2
CCOc1cc(S(=O)(=O)Nc2ccccc2CC)ccc1Cl	100	9	102	100	101	107	102	101	13	56*	-1
